KinaseGlo FLuc = Counterscreen for Luciferase (Kinase-Glo TM) Inhibition; Potency, µM (top dose mostly 38.3 µM), for the others: top-dose activity change, negative = inhibition, hits mostly inhibitors; 0.28% of 200,000 active; Luciferin 4-monooxygenase (Photuris pensylvanica), Q27757; Kinase-Glo luciferase, ATP luminescence, 8 min; note: potency is the fitted concentration of half-maximal effect; % is set by controls: 0 for no effect and ±100 for the full control effect; nearly all actives have a fitted effect of over 60% in size
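Recombinant Kinase-Glo luciferase, 10 uM ATP (linear range), luciferin; imidazole pH 7.2 / KCl / MgCl2 / Tween / BSA buffer; 8 min RT; luminescence.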
SMN2 splice enh = qHTS Assay for Enhancers of SMN2 Splice Variant Expression. Potency, µM (highest dose often 46.1 µM), for the others: at the top dose activity change, positive = activation, actives largely listed as activators. HEK293 SMN2-luciferase splicing reporter, luminescence, 30-36 h. AID 1458, 2008. 2.8% of 210,000 active; note: potency is the fitted concentration of half-maximal effect; % of control where 0% means no effect; nearly all actives have a fitted effect of over 55% in size
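HEK293 cells carry an SMN2 minigene-luciferase reporter in which exon 7 inclusion puts luciferase in frame. Cells were seeded at 2000 cells/well, attached for 10-12 hours, then exposed to compounds for 30-36 hours at 37C before ONE-Glo luminescence.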
IMPase Li inh = qHTS Assay for Identifying the Cell-Membrane Permeable IMPase Inhibitors: Potentiation with Lithium; CHO-M1 cells, IP1 TR-FRET (IP-One), carbachol + lithium; Potency, µM (doses to about 59.4 µM), inactives show at the highest dose activity, negative = IMPase inhibition, most hits filed as inhibitors; 0.35% of 210,000 active; AID 1457, 2008;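 note: IP1 builds up when IMPase is blocked and the TR-FRET signal falls; potency is the fitted concentration of half-maximal effect; plate controls were basal vehicle for no effect and high inhibitor control for full effect; nearly all actives have a fitted effect of over 50% in size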
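Concentration–response in CHO-M1 cells, lithium-potentiated; 30 min at 37C. IP1 detected by competitive TR-FRET after 10 min lysis at RT. Hill-fitted AC50.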
CBFb RUNX1 block = qHTS Assay for Compounds Blocking the Interaction Between CBF-beta and RUNX1 for the Treatment of Acute Myeloid Leukemia; AlphaScreen CBFb-His/RUNX1-biotin binding, biochemical; Potency, µM (highest dose often 59.8 µM), for the others: at the highest dose activity, negative = inhibition, usual class: inhibitors; 230,000 tested, under 10 active; AID 1477, 2009; Runt-related transcription factor 1 (Homo sapiens) + Core-binding factor subunit beta …; note: % of control where 0% means no effect
Target sequence (Q01196 whole entry, looked up): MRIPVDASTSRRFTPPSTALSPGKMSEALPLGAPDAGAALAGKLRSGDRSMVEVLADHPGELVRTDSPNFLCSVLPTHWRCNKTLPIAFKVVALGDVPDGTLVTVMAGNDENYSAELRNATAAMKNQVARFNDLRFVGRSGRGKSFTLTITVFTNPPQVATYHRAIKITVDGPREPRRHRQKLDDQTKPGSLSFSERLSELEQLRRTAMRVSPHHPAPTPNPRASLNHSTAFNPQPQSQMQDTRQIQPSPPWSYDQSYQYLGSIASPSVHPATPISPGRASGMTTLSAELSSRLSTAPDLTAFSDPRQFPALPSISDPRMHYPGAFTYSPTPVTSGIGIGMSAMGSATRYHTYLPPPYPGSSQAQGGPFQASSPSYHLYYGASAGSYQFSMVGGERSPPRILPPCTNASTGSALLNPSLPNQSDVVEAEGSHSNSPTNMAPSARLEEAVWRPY
Target sequence (Q13951 whole entry, looked up): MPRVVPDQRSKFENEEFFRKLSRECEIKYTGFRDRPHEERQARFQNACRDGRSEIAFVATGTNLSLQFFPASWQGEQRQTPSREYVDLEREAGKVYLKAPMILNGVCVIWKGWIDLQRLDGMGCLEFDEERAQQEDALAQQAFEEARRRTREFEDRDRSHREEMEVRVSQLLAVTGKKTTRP
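CBFb-His/RUNX1-biotin, 30 nM each, preincubated 20 min RT; compound 15 min RT; Ni + streptavidin beads 50 ng each, 90 min RT; AlphaScreen read.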
HttQ103 aggreg = qHTS Multiplex Assay to Identify Dual Action Probes in a Cell Model of Huntington: Aggregate Formation (GFP); Potency, µM (doses to about 46.1 µM), for the others: at the top dose activity change, negative = inhibition, actives largely listed as inhibitors; 1.1% of 220,000 active; PC12 HttQ103-GFP aggregates, Acumen cytometry, 40 h; note: potency is the fitted concentration of half-maximal effect; % is set by controls: 0 for no effect and ±100 for the full control effect; nearly all actives have a fitted effect of over 60% in size
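Huntingtin Q103 exon 1–GFP aggregates in induced PC12 cells (100 nM tebufenozide) were quantified by cytometry from lysates, with compounds dosed in titration.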
Lamin A splicing = qHTS Assay for Modulators of Lamin A Splicing; Potency, µM (series often up to 46.1 µM), inactives show top-dose ratio change, negative = inhibition, hits mostly inhibitors; 0.01% of 200,000 active; HeLa LMNA splicing GFP/RFP minigene ratio, 48 h; active = well fitted inhibition curve with a large enough effect in the signal ratio, with a control signal flat, not every such curve was filed as active; inconclusive = small, poorly fitted or top-dose-only effect, or effect the other way, or a change in a side signal; the % refers to the signal ratio; note: potency is the fitted concentration of half-maximal effect; % is set by controls: 0 for no effect and ±100 for the full control effect
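S3 HeLa stable clones carrying a lamin A-EGFP splicing minigene plus DsRed2 were seeded at 600 cells/well in Opti-MEM with 2% FBS, pin-dosed and incubated 48 h at 37°C. Acumen cytometry (488 nm) gave the GFP/RFP total-intensity ratio.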
HTT ATP protect = qHTS Multiplex Assay to Identify Dual Action Probes in a Cell Model of Huntington: Cytoprotection (ATP); Potency, µM (series often up to 56.4 µM), for inactives: cytoprotection (ATP increase), hits mostly activators; PC12 HTT-Q103 induced, cytoprotection, ATP luminescence, 40 h; AID 1471, 2008; 0.14% of 230,000 active;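 note: potency is the fitted concentration of half-maximal effect; % of control where 0% means no effect; nearly all actives have a fitted effect of over 45% in size; toxic huntingtin expression switched on by the ecdysone agonist tebufenozide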
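Cells were plated at 1500 per well in phenol red-free DMEM with 5% equine and 5% calf serum. Tebufenozide (100 nM final) and compounds were added, then ATPlite reagent, and luminescence was read.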
Active calls of the source: *; ? = inconclusive; . = no result given; & = joins results of further samples; [ ] = another dose, or the depositor's remark. Unless noted, calls come from the whole dose curve; as a rule, active = well fitted curve in the direction sought with a large enough effect; inconclusive = small, poorly fitted or top-dose-only effect, or another doubt; inactive = no such curve, though single readings can be large; an effect the other way counts as inactive or inconclusive.

Compound	KinaseGlo FLuc	SMN2 splice enh	IMPase Li inh	CBFb RUNX1 block	HttQ103 aggreg	Lamin A splicing	HTT ATP protect
CCCC(=O)Nc1ccccc1NC(=O)c1ccc(OCC)cc1	1%	-9%	6%	-1%	27%	.	10%
CCN(CC)c1ccc(/C=N/N2CCN(Cc3ccc(Cl)cc3)CC2)c(O)c1	.	.	.	3%	-5%[9.22 µM]	.	8%[10 µM]
O=C(NCCOc1ccc(F)cc1)c1ccccc1SCc1ccccc1	-1%	-44%[inhibitor]	8%	?	-28%	?	12%[10 µM]
COc1ccc(-n2nc(C)c3onc(C)c3c2=O)cc1	.	.	.	5%	5%[9.22 µM]	.	9%[10 µM]
CCN(CC)c1ccc(/C=N/NC(=O)Cc2ccc(OC)c(OC)c2)cc1	.	.	.	-12%	-7%[9.22 µM]	.	5%[10 µM]
Cc1c(CN(C)C)c2c(n1C)C(=O)c1ccc(Br)cc1-2	1%	-7%	8%[38.3 µM]	-8%	0%	-11%	-8%[10 µM]
CC(C(=O)N1CCN=C1c1ccccc1)N1C(=O)c2ccccc2C1=O (stereo not given)	.	.	.	4%	-13%[9.22 µM]	.	7%[10 µM]
CCCCn1c(-c2cccs2)nc2nc3ccccc3nc21	-5%	-24%	-10%[38.3 µM]	-5%	1%	2%	11%
CCC/C=N/NC(=O)c1cc(-c2ccccc2)nc2ccccc12	1%	8%	-4%	-3%	-12%	-10%	5%[10 µM]
Cc1cccc(C)c1NC(=O)c1cccc(COc2cc(Cl)ccc2Cl)c1	2%	13µM*	22%	8%	-20%	-8%	7%[10 µM]
Cc1sc2nc(SCC(=O)C(C)(C)C)n(Cc3ccco3)c(=O)c2c1C	-6%	-22%	4%[38.3 µM]	1%	-16%	?	-49%[inhibitor]
Cc1ccc2nc(NC(=O)C3CCCN(S(=O)(=O)c4cccc5nsnc45)C3)sc2c1 (stereo not given)	0%	-8%	-7%[38.3 µM]	-12%	?	?	?
COc1ccc(S(=O)(=O)N2CCCCC2)cc1NC(=O)c1ccc(=O)[nH]c1	1%	17%	-8%	21%	-14%	-26%[46 µM]	-12%
CCC1CCC2(CC1)NC(=O)N(CC(=O)c1c(C)[nH]c3ccccc13)C2=O (stereo not given)	-1%	-3%	-4%	-3%	?	-19%	-9%[10 µM]
COc1ccc(CNC(=O)C(c2ccco2)N(Cc2cccs2)C(=O)Cc2cccs2)cc1 (stereo not given)	-1%	3%	18%[38.3 µM]	-1%	-28%	?	4%[10 µM]
CCOC(=O)c1sc(=NC(=O)/C=C/c2ccccc2)n(C)c1C	4%	30%	-8%	8%	-8%	-16%[46 µM]	-29%
O=C(CSc1nc(-c2ccccc2)c(-c2ccccc2)[nH]1)NCc1ccco1	-4%	-9%	13%[38.3 µM]	-12%	-5%	-20%	-57%[inhibitor]
COC(=O)c1c(NC(C)=O)sc(C(=O)Nc2ccccc2C)c1C	0%	1%	0%	2%	-9%[9.22 µM]	.	-1%[10 µM]
O=C(O)/C=C/C(=O)NC1CCS(=O)(=O)C1 (stereo not given)	-3%	?	-8%	?	2%	?	5%[10 µM]
O=C(Nc1ccc(F)c(Cl)c1)Nc1ccc(Cl)cn1	0%	5%	1%	4%	8%[9.22 µM]	4%[46 µM]	-1%[10 µM]
COc1cc(/C=C/C(=O)OCC(=O)NC2CC2)cc(S(=O)(=O)N2CCc3ccccc32)c1OC	6%	5%	10%	6%	31%	.	-7%
CCCCCOC(=O)C1C2C=CC3(CN(c4ccccc4C)C(=O)C13)O2 (stereo not given)	4%	-16%	1%	5%	-7%	-8%	12%[10 µM]
O=C(CSc1nc2ccc(Cl)cc2o1)NCc1ccc2c(c1)OCO2	2%	-2%	18%[38.3 µM]	0%	9%	19%	-9%[10 µM]
Cc1nnnn1-c1ccc(CC(=O)O)cc1	-1%	27%	0%	11%	.	?	.
Cc1cc(C)c(C(=O)COC(=O)c2cccnc2Cl)c(C)c1	0%	0%	11%	24%	8%	?	-13%[10 µM]
Cc1ccc2c(c1)-c1c(cnn1CC(=O)N(Cc1ccco1)C1CCCCC1)CO2	-1%	1%	31%[38.3 µM]	-1%	-3%	4%	-15%[10 µM]
O=C(C(=O)N1CCc2ccccc2C1)c1cn(CC(=O)N2CCCCC2)c2ccccc12	2%	8%	13%	-5%	18%	-12%	10%[10 µM]
CC1CCCN(c2ccc(C(=O)Nc3ccc4c(c3)OCO4)cc2[N+](=O)[O-])C1 (stereo not given)	0%	3%[1.84 µM]	12%	?	-20%	?	.
COc1cc2c(cc1OC)[C@H](C)N(C(=S)Nc1ccc(F)cc1)CC2	.	.	.	3%	-11%[9.22 µM]	.	23%[10 µM]
Cc1nc(-c2ccccn2)sc1C(=O)Nc1ccc(Cl)c(Cl)c1	-5%	4%	?	-10%	6%	-4%	-29%
Cc1cc(-c2nn(-c3ccccc3F)cc2CN2CCN(c3ccccn3)CC2)c(C)s1	.	.	.	-13%	-27%	.	-22%
CCc1nc2ccc(C)cc2c(C(=O)Oc2cccc3cccnc23)c1C	1%	-15%	15%	-6%	-9%	-8%	-15%[10 µM]
Cc1nn(-c2ccccc2)c(Cl)c1C(=O)Nc1nnc(C2CCCCC2)s1	1%	-37%[inhibitor]	2%[38.3 µM]	-1%	-8%	?	-16%
CCc1ccccc1NC(=O)/C(C#N)=C\c1ccc(Sc2ccccc2)o1	-4%	-12%	-1%[38.3 µM]	-3%	-13%	-14%	-12%
OC(c1ccccc1)(c1ccccc1)C1CCN(C(=S)NC2CCCC2)CC1	4%	26%	17%	-6%	-9%[9.22 µM]	-5%[9.22 µM]	-44%[inhibitor]
Cc1[nH]c2ccc(C(=O)OCCN(C)C)cc2c1C	-2%	8%	5%	7%	-14%	-10%	2%[10 µM]
NS(=O)(=O)c1ccc(NC(=S)NC(=O)/C=C/c2cccs2)cc1	-2%	4%	0%	6%	15%	.	-29%
COc1cccc(CNS(=O)(=O)c2cc(Br)cc3c2N(C(C)=O)C(C)C3)c1 (stereo not given)	-3%	-2%&-14%	35%[38.3 µM]	1%	7%	3%	2%
CCOC(=O)c1cc(/C(C)=N/OC(=O)c2ccc(C(C)(C)C)cc2)on1	.	.	.	-3%	1%[9.22 µM]	.	5%[10 µM]
Cc1cc(C)c(NC(=O)C2CCCN2CCO)c(C)c1 (stereo not given)	2%	-9%	-5%[38.3 µM]	0%	?	-10%	-2%[10 µM]
Cc1cccc(/C=N/NC(=O)NC2CCCCC2)c1	-3%	.	-8%	4%	-5%	?	-2%[10 µM]
CCC(C)NCC(=O)Nc1cc(S(=O)(=O)N(CC)c2ccccc2)ccc1Cl (stereo not given)	-3%	-32%[inhibitor]	1%	17%	-9%	?	23%[10 µM]
CCCOC(=O)Nc1cc(OC)c(Cl)cc1OC	-2%	-13%	15%[38.3 µM]	3%	2%	3%	0%
CCOc1ccc(NC(=O)N[C@@H](CCSC)C(=O)OC)cc1	-3%	22%	16%[38.3 µM]	-4%	7%	5%	6%
CCOC(=O)C1=C(C)NC(C)=C(C(=O)OCC)C1c1cccc(C)n1	.	.	.	-3%	-8%[9.22 µM]	.	-14%[10 µM]
O=C(Nc1ccc(Cl)cc1)N1CCCN(Cc2ccc(F)cc2)C1	-2%	-75%	61%[activator][38.3 µM]	5%	-16%	3%	-53%
COC(=O)c1ccc(-n2c(C)cc(C(=O)CCl)c2C)cc1	1%	-10%	13%	-3%	?	?	-20%
O=C(Nc1ccccn1)NC1CCS(=O)(=O)C1 (stereo not given)	-4%	-2%	-12%[38.3 µM]	2%	-8%	-1%	1%[10 µM]
CC(CC(=O)NCc1cccnc1)c1ccccc1 (stereo not given)	1%	7%	2%	1%	-11%	-10%	?
Cn1cccc1/C=N/NC(N)=S	0%	-6%	-4%	-1%	?	21%[46 µM]	-1%
COc1ccc(N2CCN(C(=O)C3CCN(S(=O)(=O)c4ccc(F)cc4)CC3)CC2)cc1	1%	-13%	5%	-7%	8%[9.22 µM]	9%[46 µM]	-18%[1.9 µM]
Cc1cccc(NC(=O)CSc2nc3c(oc4ccccc43)c(=O)n2-c2ccccc2)c1	2%	-1%	-12%	-5%	8%	8%	15%[10 µM]
C[C@@H]1[C@H](C)CC[C@@]2(C(=O)O)CC[C@]3(C)C(=CC[C@H]4[C@@]5(C)CC[C@@H](O)C(C)(C)[C@@H]5CC[C@@]43C)[C@@H]12	-1%[17.1 µM]	3%[20.6 µM]	19%	?	.	-3%	1%[40.3 µM]
O=C(Nc1ccccc1)C1CCN(C(=O)c2ccccc2)CC1	-4%	13%	-9%[38.3 µM]	2%	-6%	0%	6%
Cc1ccc(-c2nnn(CC(=O)N(c3ccc(F)cc3)C(C(=O)NC(C)(C)C)c3ccco3)n2)o1 (stereo not given)	3%	-12%	-1%	0%	0%	-1%	-9%[10 µM]

Single records, from the list above.
`OC(c1ccccc1)(c1ccccc1)C1CCN(C(=S)NC2CCCC2)CC1` as listed: KinaseGlo FLuc: 4%; SMN2 splice enh: 26%; IMPase Li inh: 17%; CBFb RUNX1 block: -6%; HttQ103 aggreg: -9%[9.22 µM]; Lamin A splicing: -5%[9.22 µM]; HTT ATP protect: -44%[inhibitor]
`Cc1c(CN(C)C)c2c(n1C)C(=O)c1ccc(Br)cc1-2` as listed: KinaseGlo FLuc: 1%; SMN2 splice enh: -7%; IMPase Li inh: 8%[38.3 µM]; CBFb RUNX1 block: -8%; HttQ103 aggreg: 0%; Lamin A splicing: -11%; HTT ATP protect: -8%[10 µM]

Bioassay records: PubChem, National Center for Advancing Translational Sciences (NCATS)
